APOBEC3A inh: inhibitors of human APOBEC3A DNA deaminase | inhibition, % at 20 µM | recombinant A3A, FAM/TAMRA ssDNA deamination fluorescence | AID 493011 | hit rate 0.41% among 330,000;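 active = at least 40% inhibition at 20 µM here, with at most 30% in a related deaminase screen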;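 also: plate controls were A3A with DMSO for no effect and wells lacking A3A enzyme for full effect; some results filed as inactive read as strong as hits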
CCR6 antag: antagonists of human CCR6 receptor | P51684 | CHO-K1 CCR6 PathHunter beta-arrestin, luminescence, CCL20-stimulated | inhibition, % at 20 µM | hit rate 0.49% among 340,000;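 active = compounds whose inhibition of the agonist-driven luminescence signal at 20 µM reaches about 50%, limit read from the data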;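 also: cells stimulated with CCL20 at 14 nM final; plate controls were DMSO with CCL20 for no effect and DMSO without agonist for full effect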
Gli-Sufu antag: antagonists of Gli-Sufu signaling. Sufu-KO-LIGHT fibroblasts, Gli luciferase reporter luminescence. inhibition, % at 5 µM. hit rate 0.74% among 340,000;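 active = inhibition above about 55%, limit read from the data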;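 also: 0% = DMSO-treated cells and 100% = wells with medium but no cells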
EBI2 block: blocks human EBI2 receptor beta-arrestin signaling; P32249; EBI2 beta-arrestin recruitment, luminescence, 7a,25-OHC stimulated; inhibition, % at 5 µM; hit rate 0.81% among 360,000; in the data active = inhibition above about 38%;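 also: enzyme fragment complementation signal reports receptor beta-arrestin coupling in cells; 0% = agonist plus DMSO wells and 100% = wells without agonist; some results beyond the cut were filed as inactive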
MPTP inh: inhibitors of mitochondrial permeability transition pore; hit rate 1.4% among 360,000; inhibition, % at 10 µM; isolated mouse mitochondria, Ca2+ swelling absorbance, 30 min;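 active = inhibition of 50% or more, scaled per plate between neutral and stimulator controls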;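 also: 0% = DMSO wells given calcium and 100% = 1 mM EGTA wells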
NR3A LBD binder: modulates the human NR3A ligand-binding domain; NR3A LBD differential scanning fluorimetry, Tm shift; 0% = protein alone, 100% = glycine-bound protein; Tm shift relative to glycine control, % at 25 µM; hit rate 2.5% among 340,000; AID 1259313;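 active = melting temperature shift of at least 10% of the positive control shift, at one fixed dose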
A3G deaminase: inhibitors of human APOBEC3G DNA deaminase | Q9HC16 | recombinant A3G, ssDNA deamination FAM/TAMRA fluorescence | inhibition, % at 20 µM | hit rate 0.28% among 330,000 | AID 493012;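 active = inhibition of at least 40% at 20 µM, with no more than 30% in the related APOBEC3A deaminase screen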;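 also: plate controls were DMSO wells with A3G for no effect and wells lacking A3G enzyme for full effect; some compounds called inactive have numbers as strong as hits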
Target sequence (Q9HC16 whole entry, looked up): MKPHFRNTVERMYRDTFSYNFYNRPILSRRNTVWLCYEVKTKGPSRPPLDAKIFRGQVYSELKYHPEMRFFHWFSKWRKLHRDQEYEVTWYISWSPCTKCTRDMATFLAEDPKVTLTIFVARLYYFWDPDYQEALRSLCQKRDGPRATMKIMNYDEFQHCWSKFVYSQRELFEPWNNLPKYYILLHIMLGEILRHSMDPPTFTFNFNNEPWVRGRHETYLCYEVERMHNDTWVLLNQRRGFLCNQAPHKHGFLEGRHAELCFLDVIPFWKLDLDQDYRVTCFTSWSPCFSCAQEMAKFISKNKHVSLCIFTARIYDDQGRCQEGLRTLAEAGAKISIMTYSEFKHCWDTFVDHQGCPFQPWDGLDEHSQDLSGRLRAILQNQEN
CXCR6 inh: inhibitors of human CXCR6 receptor; O00574; CHO-K1 PathHunter CXCR6 beta-arrestin, luminescence; inhibition, % at 20 µM; hit rate 0.36% among 360,000; AID 602244; in the data active = inhibition above about 34%, passing the limit was not always enough;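 also: antagonist mode with CXCL16 agonist at 10 nM final; 0% = 10 nM CXCL16 with DMSO and 100% = unstimulated wells without agonist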
Target sequence (O00574 whole entry, looked up): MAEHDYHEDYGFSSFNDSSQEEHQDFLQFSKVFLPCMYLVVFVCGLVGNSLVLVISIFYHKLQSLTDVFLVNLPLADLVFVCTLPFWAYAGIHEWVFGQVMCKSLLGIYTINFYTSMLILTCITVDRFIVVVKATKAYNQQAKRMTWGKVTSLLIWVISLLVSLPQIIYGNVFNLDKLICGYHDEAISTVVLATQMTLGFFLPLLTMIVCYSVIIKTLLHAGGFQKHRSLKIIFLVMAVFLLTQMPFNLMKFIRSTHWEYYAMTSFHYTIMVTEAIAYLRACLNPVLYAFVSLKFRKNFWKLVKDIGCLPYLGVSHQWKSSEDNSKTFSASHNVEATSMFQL
An asterisk follows results filed as active; . = not tested or not shown.

Compound	APOBEC3A inh	CCR6 antag	Gli-Sufu antag	EBI2 block	MPTP inh	NR3A LBD binder	A3G deaminase	CXCR6 inh
CCCCCCCCN=C1NC(=O)CS1	0	0	-8	-5	-1.1	2	5	-4
CC(=O)c1ccc(S(=O)(=O)Nc2ccc(-c3cn4c(n3)SCC4)cc2)cc1	-5	19	-6	0	1.4	-10	-6	-1
COc1ccc(-n2c(=S)[nH]c3cc(C(=O)Nc4ccc(OC)c(OC)c4)ccc3c2=O)cc1	.	8	4	-1	-2.9	-3	.	1
O=C(N=C1SCC(=O)N1c1ccccc1Cl)c1ccccc1	1	4	-26	7	-0.4	-2	1	10
CCc1ccc(OCC(=O)NC(NC(=S)Nc2ccccc2OC)C(Cl)(Cl)Cl)cc1 (centres undefined)	5	5	-17	9	92*	7	1	-16
C=CCn1c(-c2cccc(OC)c2)nc2nc3ccccc3nc21	-1	12	-6	2	-0.1	2	-9	6
Clc1nc(Nc2ccccc2)nc(Nc2ccccc2)n1	-1	11	10	19	1.9	18*	4	-3
Cc1c(C(=O)Oc2ccc(F)cc2)sc2ncn(Cc3cccc(F)c3)c(=O)c12	4	0	5	4	1.3	2	1	6
Cc1ccc(NC(=O)c2cc(N3C(=O)C4CCCCC4C3=O)ccc2N2CCOCC2)cc1 (centres undefined)	1	13	-2	-1	1.0	-1	-10	-1
CC(=O)N1c2ccccc2C(=O)OC1c1cccnc1 (centres undefined)	-1	-6	-9	0	-8.8	-1	2	0
FC(F)(F)c1ccccc1/C=N/n1c(COc2ccccc2)n[nH]c1=S	-2	22	-3	0	1.1	-8	6	6
FC(F)(F)c1ccc(Oc2ccc(Cl)cc2Br)nc1	1	9	-4	6	0.3	-1	-4	-6
NC(=O)c1ccc2c(c1)OCCO2	5	10	-39	-4	3.1	-1	2	2
O=C(Nc1cc(Cl)ccc1N1CCOCC1)c1ccco1	-2	11	5	4	0.4	2	-6	9
Cc1cc(C)nc(N2CCC(C(=O)NCc3cccc(C(F)(F)F)c3)CC2)n1	1	-1	5	-2	0.7	0	-3	3

Next part; it opens with the three that closed the last part.
Compound	APOBEC3A inh	CCR6 antag	Gli-Sufu antag	EBI2 block	MPTP inh	NR3A LBD binder	A3G deaminase	CXCR6 inh
NC(=O)c1ccc2c(c1)OCCO2	5	10	-39	-4	3.1	-1	2	2
O=C(Nc1cc(Cl)ccc1N1CCOCC1)c1ccco1	-2	11	5	4	0.4	2	-6	9
Cc1cc(C)nc(N2CCC(C(=O)NCc3cccc(C(F)(F)F)c3)CC2)n1	1	-1	5	-2	0.7	0	-3	3
O=C(NCC(c1ccco1)N1CCN(c2ccccc2F)CC1)OCc1ccccc1 (centres undefined)	-1	-4	3	2	-1.7	-1	-4	4
O=C(COC(=O)c1ccc(-c2nnc(-c3ccccc3)o2)cc1)c1ccccc1	-3	4	-51	-4	0.7	1	-4	6
CCn1c(SCC(=O)NCc2ccccc2)nnc1C(CO)NC(=O)c1ccccc1 (centres undefined)	69*	-16	4	5	-0.8	1	11	9
COc1ccccc1-n1cnc(N)c1C(C)=O	-1	-25	1	-2	-0.6	1	2	-20
Cc1ccc(N(C(=O)c2ccccn2)C2(C(=O)NC3CCCC3)CCCCC2)cc1	-2	13	4	-1	-0.3	1	-5	5
NNc1cccc(C=Cc2ccccc2)cc1=O	.	14	-51	-2	0.7	-3	.	5
CC(=O)Nc1cccc(OCC(O)Cn2cnc3ccccc32)c1 (centres undefined)	-1	-12	4	-8	2.6	-3	-10	2
Cc1ccc(Cn2ncc3c(N4CCN(CCc5ccccc5)CC4)ncnc32)cc1	-1	17	6	16	4.2	5	-3	-17
S=C(c1ccccc1)N1CCCc2ccccc21	-2	24	-3	0	-2.1	11*	-2	1
CSc1nc(SCC(=O)NCC2CCCO2)c2c3c(sc2n1)CN(C)CC3 (centres undefined)	2	-6	2	.	.	-1	2	.
O=C(NCc1ccco1)c1ccccc1NS(=O)(=O)c1ccc2c(c1)OCCO2	1	4	0	2	-4.4	-17	-4	-1
O=C(COc1coc(CN2CCc3ccccc3C2)cc1=O)Nc1ccc(F)cc1	0	3	-6	-5	-1.6	0	3	5
Cc1cccc(OCC(=O)NCCN2CCOCC2)c1	2	4	1	-4	-0.6	1	-6	-3
O=C(CCC(=O)N1CCN(S(=O)(=O)c2ccc3ccccc3c2)CC1)Nc1cc(Cl)cc(Cl)c1	-4	9	6	7	2.8	5	-6	-6
CC(=O)OC(C(=O)NC1CCCCC1)c1ccc(C)cc1 (centres undefined)	3	-17	5	2	0.1	-1	4	-6

As a short view, some entries already given.
Compound	APOBEC3A inh	CCR6 antag	Gli-Sufu antag	EBI2 block	MPTP inh	NR3A LBD binder	A3G deaminase	CXCR6 inh
O=C(CCC(=O)N1CCN(S(=O)(=O)c2ccc3ccccc3c2)CC1)Nc1cc(Cl)cc(Cl)c1	-4	9	6	7	2.8	5	-6	-6
CC(=O)OC(C(=O)NC1CCCCC1)c1ccc(C)cc1 (centres undefined)	3	-17	5	2	0.1	-1	4	-6

(more compounds)
Compound	APOBEC3A inh	CCR6 antag	Gli-Sufu antag	EBI2 block	MPTP inh	NR3A LBD binder	A3G deaminase	CXCR6 inh
COCc1nnc(NC(=O)CCS(=O)(=O)c2ccccc2)s1	8	9	12	0	-2.3	-1	-3	10
O=C(c1ccc(-c2ccccc2)cc1)N1CCN(C(=O)c2ccco2)CC1	2	5	13	72*	-0.4	-3	-4	-1
CC(C)CC(=O)NC(=S)Nc1cccc(NC(=O)c2ccccc2)c1	3	13	-8	-6	3.0	0	3	-1
COc1cccc(-c2nn(-c3ccccc3)cc2CN(C)C(C)c2ccon2)c1 (centres undefined)	0	19	9	-8	-1.1	-2	-2	-4
Cc1ccc(NC(=O)Cn2nnc(-c3ccccc3NC(=O)c3cccs3)n2)cc1	0	22	13	8	1.9	20*	-6	7
CCN(CCNC(=O)c1ccc(C#N)cc1)c1cccc(C)c1	-6	-15	2	11	-2.9	0	-4	3
Cc1ccc(C(=O)OCC(=O)NCc2cccs2)cc1S(=O)(=O)N1CCOCC1	12	-2	-4	-6	-0.6	0	4	-10
CCCc1oc2c(c(=O)c1CC)C(=O)CC(C)(C)C2	-1	5	-3	-22	-0.5	-1	-5	9
Cc1c(C(=O)Nc2cc(S(=O)(=O)N3CCOCC3)ccc2N2CCOCC2)oc2ccccc12	0	9	12	13	1.4	1	-14	-5
NC(=O)c1cc2ccccc2o/c1=N\NC(=O)c1ccccc1O	2	24	-5	6	-0.8	-1	-1	15
Cc1ccc(-c2cn3c(n2)CCCC3)cc1	2	10	-2	-17	0.3	-2	3	4
Cc1ccc(-n2c(=O)[nH]c3c(C(N)=O)nc(-c4ccc(C)o4)nc32)cc1	-4	8	-8	2	-6.5	-1	11	5
CC(C)C(=O)Nc1c(-c2cccc(Cl)c2)c(=O)c2ccccc2n1C	1	0	4	-14	0.6	1	-5	0
C=CCNc1nc(SC)nc2ccsc12	1	-3	2	-11	-2.7	0	-4	-2
CCc1ccc(NC(=O)CSc2nnnn2-c2cccnc2)cc1	-1	5	-9	8	0.5	-1	-1	-7

Taken from above:
In CCR6 antag, `Cc1ccc(NC(=O)Cn2nnc(-c3ccccc3NC(=O)c3cccs3)n2)cc1` has 22
In A3G deaminase, `C=CCNc1nc(SC)nc2ccsc12` has -4
In CXCR6 inh, `CCc1ccc(NC(=O)CSc2nnnn2-c2cccnc2)cc1` has -7
In APOBEC3A inh, `Cc1ccc(-n2c(=O)[nH]c3c(C(N)=O)nc(-c4ccc(C)o4)nc32)cc1` has -4

The results go on:
Compound	APOBEC3A inh	CCR6 antag	Gli-Sufu antag	EBI2 block	MPTP inh	NR3A LBD binder	A3G deaminase	CXCR6 inh
Cc1ccccc1OCC(=O)NNC(=O)CN1C(=O)c2ccccc2C1=O	2	-5	-1	-3	0.2	0	9	-4
Cc1c(Cl)cccc1NC(=S)N1CCCN(Cc2ccccc2F)C1	-2	4	-11	3	69*	-2	-4	-11
COc1ccc(-c2csc(NC(=O)CSc3ncn[nH]3)n2)cc1OC	-1	-3	.	-18	-0.7	0	-3	6
CN(c1ccccc1)S(=O)(=O)c1ccc(C(=O)N2CCCC2)cc1	-1	4	5	-6	-1.2	1	-4	-8
O=C(NCc1ccc(F)cc1)C1CCCN1C(=O)Nc1ccc(F)cc1 (centres undefined)	-2	-7	18	-9	-0.5	0	-8	-4
CN(C)CCCNC(=S)NCCNc1nc2cc3c(cc2cc1C#N)OCO3	3	1	-13	-12	-1.6	5	1	-6
S=C(NCCCCc1ccccc1)NCc1ccccc1	-3	-9	5	2	5.0	-7	-5	4
CCOc1ccc(Cc2nnc(SCC(=O)c3ccc(OC)cc3)o2)cc1	4	9	-26	15	3.0	3	2	-1
Cc1ccc(CNC(=O)CCCn2nc(C)n3ccnc3c2=O)cc1	0	15	0	2	-1.9	2	-3	-4
CN(CCc1ccccc1)C(=O)c1cccc(NC(=O)Cc2cccc(NC(=O)C3CCCN(C(=O)CCc4ccccc4)C3)c2)c1 (centres undefined)	.	14	24	8	-0.3	-7	.	-3
CCN1CCN(c2ccc(S(=O)(=O)N3CCOCC3)cc2NC(=O)C(C)Oc2ccc(F)cc2)CC1 (centres undefined)	20	0	3	12	-1.6	-1	4	4
COc1cccc(C(=O)NCCS(=O)(=O)N2CCC3(CC2)OCCO3)c1	0	0	-4	-3	-2.0	0	-5	6
COc1cccc(CN(C)C(=O)c2cccc(NC(=O)CC3SC(N4CCCCC4)=NC3=O)c2)c1OC (centres undefined)	-2	2	-4	-7	1.1	2	-5	-4
COc1cccc2c1OCC(CN1CCN(CCC(C)C)C(CCO)C1)=C2 (centres undefined)	5	2	37	-1	2.3	1	0	9
Cc1ccc(/C=c2\sc3nc(-c4cccs4)nn3c2=O)o1	22	2	11	8	-0.2	-1	10	2
